Screening results as filed in PubChem BioAssay.
NSD2 block: NSD2 (human) methyltransferase inhibition. 44,000 compounds, 0.07% hits. O96028. NSD2-SET H3K36me1 DELFIA fluorescence, biochemical. AID 624260. inhibition, % at 12.5 µM; in the data active means inhibition above about 54%, passing the limit was not always enough;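 further: inhibitors reduce the monomethyl H3K36 fluorescence signal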
Target sequence (O96028 whole entry, looked up): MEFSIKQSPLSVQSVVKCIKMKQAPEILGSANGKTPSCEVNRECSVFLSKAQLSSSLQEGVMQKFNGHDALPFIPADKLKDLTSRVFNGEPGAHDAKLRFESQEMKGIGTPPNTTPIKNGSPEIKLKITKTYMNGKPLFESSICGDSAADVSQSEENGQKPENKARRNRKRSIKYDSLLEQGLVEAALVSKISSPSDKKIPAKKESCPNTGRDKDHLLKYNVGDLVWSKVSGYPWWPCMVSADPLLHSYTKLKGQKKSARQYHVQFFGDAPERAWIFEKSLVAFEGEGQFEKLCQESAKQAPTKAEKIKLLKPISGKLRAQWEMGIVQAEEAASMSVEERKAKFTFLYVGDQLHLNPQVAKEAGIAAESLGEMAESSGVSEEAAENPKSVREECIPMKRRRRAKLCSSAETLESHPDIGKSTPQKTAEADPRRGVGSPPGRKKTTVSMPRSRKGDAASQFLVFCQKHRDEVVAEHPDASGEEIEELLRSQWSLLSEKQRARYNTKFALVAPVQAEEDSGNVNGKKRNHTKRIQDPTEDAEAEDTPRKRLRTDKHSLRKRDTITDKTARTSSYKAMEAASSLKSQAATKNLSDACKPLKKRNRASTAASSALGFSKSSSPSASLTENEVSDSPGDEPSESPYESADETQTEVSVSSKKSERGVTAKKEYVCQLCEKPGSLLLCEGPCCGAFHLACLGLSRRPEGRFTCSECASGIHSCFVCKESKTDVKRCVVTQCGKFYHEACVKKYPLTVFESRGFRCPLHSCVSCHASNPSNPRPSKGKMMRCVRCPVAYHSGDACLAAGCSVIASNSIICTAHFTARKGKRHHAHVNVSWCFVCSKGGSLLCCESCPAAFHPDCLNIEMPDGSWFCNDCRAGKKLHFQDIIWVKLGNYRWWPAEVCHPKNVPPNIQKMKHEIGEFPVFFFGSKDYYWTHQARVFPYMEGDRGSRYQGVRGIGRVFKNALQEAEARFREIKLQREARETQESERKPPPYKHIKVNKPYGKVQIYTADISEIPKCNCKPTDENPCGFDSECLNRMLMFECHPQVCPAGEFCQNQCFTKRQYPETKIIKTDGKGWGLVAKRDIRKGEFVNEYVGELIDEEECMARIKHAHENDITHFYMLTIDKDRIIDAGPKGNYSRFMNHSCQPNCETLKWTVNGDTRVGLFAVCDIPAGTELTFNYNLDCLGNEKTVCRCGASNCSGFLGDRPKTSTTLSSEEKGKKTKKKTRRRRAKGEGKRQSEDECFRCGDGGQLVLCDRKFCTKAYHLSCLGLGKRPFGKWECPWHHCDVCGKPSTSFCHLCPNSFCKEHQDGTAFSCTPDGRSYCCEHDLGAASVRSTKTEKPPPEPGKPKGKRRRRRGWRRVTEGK
Active calls of the source: *. Only part of the results is shown, so the mix of outcomes need not match the whole.

SMILES	NSD2 block
Cc1ccc(S(=O)(=O)N(C)C[C@@H]2Oc3ccc(NC(=O)CCCN(C)C)cc3CC(=O)N([C@H](C)CO)C[C@H]2C)cc1	8
C[C@@H]1CN([C@@H](C)CO)C(=O)Cc2cc(NC(=O)NC3CCCCC3)ccc2O[C@@H]1CN(C)C	-2
C[C@@H]1CN([C@H](C)CO)C(=O)c2cc(NS(=O)(=O)c3ccc(Cl)cc3)ccc2O[C@@H]1CN(C)C	-2
COc1ccc(S(=O)(=O)N(C)C[C@H]2Oc3c(NS(=O)(=O)c4ccc(Cl)cc4)cccc3C(=O)N([C@@H](C)CO)C[C@H]2C)cc1	-4
C[C@@H]1CN([C@@H](C)CO)C(=O)c2cc(NC(=O)Nc3ccc(F)cc3)ccc2O[C@@H](C)CCCCO[C@H]1CN(C)C(=O)Cc1ccccc1	-1
CCS(=O)(=O)N(C)C[C@@H]1OCc2ccccc2-c2c(n(C)c3ccccc23)C(=O)N([C@@H](C)CO)C[C@@H]1C	-2
CNC[C@@H]1OCCCC[C@@H](C)Oc2ccc(NC(=O)c3ccccc3)cc2C(=O)N([C@H](C)CO)C[C@@H]1C	12
Cc1noc(C)c1NC(=O)N(C)C[C@@H]1Oc2ccc(NS(C)(=O)=O)cc2CC(=O)N([C@@H](C)CO)C[C@@H]1C	1
COc1ccc(NC(=O)C23CC4CC(C2)CC(C(=O)Nc2ccc(OC)c(OC)c2)(C4)C3)cc1OC	1
Cc1noc(C)c1NC(=O)Nc1ccc2c(c1)C(=O)N([C@@H](C)CO)C[C@@H](C)[C@@H](CN(C)Cc1ccc(C(F)(F)F)cc1)O2	0
COc1ccc(CN(C)C[C@@H]2Oc3ccc(NC(=O)CCCCCC(=O)Nc4ccccc4N)cc3CC(=O)N([C@H](C)CO)C[C@@H]2C)cc1	-5
C[C@H]1CN([C@@H](C)CO)C(=O)c2cccc(NC(=O)Nc3ccccc3)c2O[C@@H]1CN(C)S(C)(=O)=O	6
C[C@@H]1CN([C@H](C)CO)C(=O)Cc2cc(NC(=O)Nc3cccc4ccccc34)ccc2O[C@@H]1CN(C)C(=O)Nc1ccc2c(c1)OCO2	4
C[C@@H]1CN([C@@H](C)CO)C(=O)Cc2cc(NC(=O)Nc3ccc(C(F)(F)F)cc3)ccc2O[C@H]1CN(C)C(=O)Nc1ccccc1	-5
Cc1noc(C)c1S(=O)(=O)Nc1ccc2c(c1)C(=O)N([C@H](C)CO)C[C@@H](C)[C@H](CN(C)C(=O)CCC(F)(F)F)OCCCC[C@@H](C)O2	4
O=C(OCC1OC2C(Oc3nc(=O)ccn32)C1O)c1ccccc1 (configuration not stated)	-1
C[C@H](CO)N1C[C@H](C)[C@H](CN(C)C(=O)c2cccnc2)Oc2ncc(-c3ccc(C#N)cc3)cc2C1=O	-9
C[C@@H]1CN([C@@H](C)CO)C(=O)Cc2cc(NS(=O)(=O)c3ccc(Cl)cc3)ccc2O[C@H]1CN(C)Cc1ccc(Cl)c(Cl)c1	-6
C[C@H]1CN([C@@H](C)CO)C(=O)CCCn2nncc2CO[C@H]1CN(C)CC1CC1	4
C[C@H](CO)N1C[C@H](C)[C@H](CN(C)CC2CCCCC2)Oc2ccc(NS(=O)(=O)c3cccs3)cc2C1=O	5

Four entries from above, ordered by their value in NSD2 block, smallest number first.
SMILES	NSD2 block
C[C@@H]1CN([C@@H](C)CO)C(=O)Cc2cc(NC(=O)Nc3ccc(C(F)(F)F)cc3)ccc2O[C@H]1CN(C)C(=O)Nc1ccccc1	-5
COc1ccc(NC(=O)C23CC4CC(C2)CC(C(=O)Nc2ccc(OC)c(OC)c2)(C4)C3)cc1OC	1
C[C@H]1CN([C@@H](C)CO)C(=O)CCCn2nncc2CO[C@H]1CN(C)CC1CC1	4
C[C@H](CO)N1C[C@H](C)[C@H](CN(C)CC2CCCCC2)Oc2ccc(NS(=O)(=O)c3cccs3)cc2C1=O	5

(next part)
SMILES	NSD2 block
C[C@H]1CN([C@@H](C)CO)C(=O)Cc2cc(NC(=O)Cn3cnnn3)ccc2O[C@H]1CN(C)Cc1ccc(C(F)(F)F)cc1	-3
C[C@H]1CN([C@@H](C)CO)C(=O)c2cccc(NC(=O)C3CCCCC3)c2O[C@@H]1CN(C)Cc1ccc(C(=O)O)cc1	2
C[C@@H]1CCCCO[C@H](CN(C)C(=O)Nc2cccc3ccccc23)[C@@H](C)CN([C@H](C)CO)C(=O)c2cc(NS(C)(=O)=O)ccc2O1	-2
C[C@H]1CN([C@@H](C)CO)C(=O)Cc2cc(NC(=O)C3CCCCC3)ccc2O[C@H]1CN(C)Cc1ccc(Oc2ccccc2)cc1	6
C/C=C/c1cnc2c(c1)C(=O)N([C@H](C)CO)C[C@@H](C)[C@@H](CN(C)C(=O)Nc1ccc(C(F)(F)F)cc1)O2	-9
O=C(C[C@H]1C=C[C@H](NC(=O)Cc2ccccn2)[C@@H](CO)O1)NCCCN1CCOCC1	1
CC(C)NC(=O)N(C)C[C@@H]1Oc2ccc(NC(=O)C3CC3)cc2CC(=O)N([C@@H](C)CO)C[C@@H]1C	1
Cc1ccc(-c2ccc3c(c2)O[C@H](CN(C)S(C)(=O)=O)[C@H](C)CN([C@@H](C)CO)S3(=O)=O)cc1	-7
Cc1noc(C)c1NC(=O)Nc1ccc2c(c1)CC(=O)N([C@@H](C)CO)C[C@H](C)[C@H](CN(C)C(=O)Nc1c(C)noc1C)O2	-1
COCC#Cc1ccc2c(c1)O[C@H](CN(C)S(=O)(=O)c1ccc(F)cc1)[C@H](C)CN([C@@H](C)CO)S2(=O)=O	-1
C[C@H](NC(=O)N(C)C[C@@H]1OCc2ccccc2-c2c(n(C)c3ccccc23)C(=O)N([C@H](C)CO)C[C@@H]1C)c1ccccc1	-4
C[C@@H]1CN([C@H](C)CO)C(=O)c2cc(NC(=O)Cc3ccccc3)ccc2O[C@H]1CN(C)Cc1ccc(C(F)(F)F)cc1	6
Cc1noc(C)c1NC(=O)Nc1ccc2c(c1)CC(=O)N([C@H](C)CO)C[C@@H](C)[C@H](CN(C)S(C)(=O)=O)O2	4
C[C@H](CO)N1C[C@H](C)[C@@H](CN(C)S(=O)(=O)c2cn(C)cn2)Oc2ccc(NC(=O)Nc3ccccc3)cc2CC1=O	1
COc1ccc(S(=O)(=O)N(C)C[C@H]2Oc3c(NC(=O)c4cc(C)nn4C)cccc3C(=O)N([C@H](C)CO)C[C@@H]2C)cc1	6
C[C@@H]1CCCCO[C@H](CN(C)Cc2ccc(Cl)c(Cl)c2)[C@@H](C)CN([C@H](C)CO)C(=O)c2cc(NC(=O)Nc3ccc(F)cc3)ccc2O1	-2
C[C@@H]1CCCCO[C@@H](CN(C)C(=O)Nc2ccc(C(F)(F)F)cc2)[C@@H](C)CN([C@@H](C)CO)C(=O)c2cc(N(C)C)ccc2O1	-3
COc1ccccc1C#Cc1cnc2c(c1)C(=O)N([C@@H](C)CO)C[C@H](C)[C@@H](CN(C)C(C)=O)O2	1
COc1cccc(NC(=O)N(C)C[C@H]2Oc3cc(-c4ccccc4F)ccc3S(=O)(=O)N([C@@H](C)CO)C[C@H]2C)c1	1
CCCN(C)C[C@@H]1Oc2ncc(C#Cc3ccc(F)cc3)cc2C(=O)N([C@H](C)CO)C[C@@H]1C	0

Ordered by length of the SMILES (falling): three of the compounds above
SMILES	NSD2 block
C/C=C/c1cnc2c(c1)C(=O)N([C@H](C)CO)C[C@@H](C)[C@@H](CN(C)C(=O)Nc1ccc(C(F)(F)F)cc1)O2	-9
C[C@@H]1CN([C@H](C)CO)C(=O)c2cc(NC(=O)Cc3ccccc3)ccc2O[C@H]1CN(C)Cc1ccc(C(F)(F)F)cc1	6
Cc1ccc(-c2ccc3c(c2)O[C@H](CN(C)S(C)(=O)=O)[C@H](C)CN([C@@H](C)CO)S3(=O)=O)cc1	-7

(listing goes on)
SMILES	NSD2 block
C[C@H](CO)N1C[C@H](C)[C@H](CN(C)C(=O)Nc2cccc3ccccc23)Oc2ncc(-c3ccccc3)cc2C1=O	1
C[C@H](CO)N1C[C@H](C)[C@H](CN(C)C(=O)Nc2ccc(F)cc2)Oc2ncc(/C=C/c3ccccc3)cc2C1=O	0
Cc1onc(-c2c(F)cccc2Cl)c1C(=O)N[C@@H]1C(=O)N2C(C(=O)O)C(C)(C)S[C@H]12 (some centres not stated)	-2
CCC(=O)N(C)C[C@@H]1Oc2cc(-c3ccc(C#N)cc3)ccc2S(=O)(=O)N([C@@H](C)CO)C[C@@H]1C	5
COc1ccc(S(=O)(=O)Nc2ccc3c(c2)[C@H]2C[C@@H](CC(=O)NCC4CC4)O[C@H](CO)[C@H]2O3)cc1	10
CCc1cc(-c2n[nH]c(C)c2-c2nc(C)cs2)c(O)cc1OCc1ccc([N+](=O)[O-])cc1	1
C[C@H](CO)N1C[C@H](C)[C@@H](CN(C)C(=O)NC2CCCC2)Oc2cc(/C=C/c3ccccc3)ccc2S1(=O)=O	-1
C[C@@H]1CCCCO[C@H](CN(C)Cc2ccccc2)[C@@H](C)CN([C@@H](C)CO)C(=O)c2cc(NS(=O)(=O)c3ccc(F)cc3)ccc2O1	5
C[C@H]1CN([C@@H](C)CO)C(=O)CCCn2cc(nn2)CO[C@H]1CN(C)Cc1cccc2c1OCCCO2	2
C[C@@H]1CN([C@@H](C)CO)C(=O)c2cccc(NC(=O)Nc3ccc(F)cc3)c2O[C@H]1CN(C)S(C)(=O)=O	1
C[C@H](CO)N1C[C@H](C)[C@@H](CN(C)S(=O)(=O)c2ccccc2)Oc2ccc(N(C)C)cc2CC1=O	0
C[C@H](CO)N1C[C@H](C)[C@H](CN(C)C(=O)C2CCCCC2)Oc2ncc(Br)cc2C1=O	-1
C[C@@H]1CCCCO[C@@H](CN(C)C(=O)Nc2ccc(C(F)(F)F)cc2)[C@H](C)CN([C@@H](C)CO)C(=O)c2cc(N(C)C)ccc2O1	-2
Cc1noc(C)c1S(=O)(=O)N(C)C[C@@H]1Oc2ccc(NC(=O)CCCCCC(=O)Nc3ccccc3N)cc2CC(=O)N([C@@H](C)CO)C[C@H]1C	1
Cc1ccc(-c2cnc3c(c2)C(=O)N([C@@H](C)CO)C[C@H](C)[C@H](CN(C)C(=O)c2cccc(F)c2)O3)cc1	-1
COc1c(O)cc2c(=O)oc3c(OC)c(O[C@@H]4OC[C@@H](O)[C@H](O)[C@H]4O)cc4c(=O)oc1c2c34	32
C[C@@H]1CN([C@@H](C)CO)C(=O)c2cc(NC(=O)Nc3cccc4ccccc34)ccc2O[C@@H](C)CCCCO[C@H]1CN(C)Cc1ccncc1	-8
C[C@@H]1CN([C@H](C)CO)C(=O)c2cc(NC(=O)Nc3cccc4ccccc34)ccc2O[C@@H]1CN(C)S(=O)(=O)c1ccc(F)cc1	-5
COCC(=O)N(C)C[C@@H]1Oc2cc(-c3cccc(F)c3)ccc2S(=O)(=O)N([C@@H](C)CO)C[C@H]1C	7
CC(C)C#Cc1cnc2c(c1)C(=O)N([C@H](C)CO)C[C@@H](C)[C@H](CN(C)C(=O)Nc1cc(F)ccc1F)O2	-2
CCCCCCCC/C=C\C/C=C\C/C=C\CCCC(=O)O	-4
C[C@@H]1CN([C@@H](C)CO)C(=O)Cc2cc(NC(=O)Nc3cccc4ccccc34)ccc2O[C@H]1CN(C)Cc1ccc(Oc2ccccc2)cc1	3
C[C@H]1CN([C@@H](C)CO)C(=O)Cc2cc(NC(=O)Cn3cnnn3)ccc2O[C@H]1CN(C)C	-1
Cc1noc(C)c1NC(=O)Nc1ccc2c(c1)C(=O)N([C@@H](C)CO)C[C@H](C)[C@@H](CN(C)Cc1ccc(Cl)c(Cl)c1)OCCCC[C@H](C)O2	2
C[C@H](CO)N1C[C@H](C)[C@H](CN(C)Cc2ccccc2)Oc2ncc(-c3ccccc3F)cc2C1=O	1
C[C@@H]1CCCCO[C@@H](CN(C)C(=O)Nc2ccccc2)[C@H](C)CN([C@@H](C)CO)C(=O)c2cc(NS(=O)(=O)c3ccc(F)cc3)ccc2O1	-12
C[C@@H]1CN([C@H](C)CO)C(=O)c2cccc(NS(=O)(=O)c3ccccc3)c2O[C@H]1CN(C)C	-3
C[C@H]1CCCCO[C@H](CN(C)C(=O)Nc2ccc3c(c2)OCO3)[C@@H](C)CN([C@@H](C)CO)C(=O)c2cc(NS(C)(=O)=O)ccc2O1	4
COc1ccc(S(=O)(=O)Nc2cccc3c2O[C@@H](CN(C)Cc2ccc(C(=O)O)cc2)[C@@H](C)CN([C@@H](C)CO)C3=O)cc1	-1
C[C@@H]1CN([C@@H](C)CO)C(=O)c2cc(NC(=O)Nc3ccc4c(c3)OCO4)ccc2O[C@H]1CN(C)Cc1ccc(Oc2ccccc2)cc1	3
COc1ccc(NC(=O)N(C)C[C@@H]2Oc3ccc(NC(=O)Nc4ccc(C(F)(F)F)cc4)cc3C(=O)N([C@@H](C)CO)C[C@H]2C)cc1	2
C[C@@H]1CN([C@H](C)CO)C(=O)c2cc(NS(=O)(=O)c3cccs3)ccc2O[C@H]1CN(C)Cc1ccc(C(=O)Nc2ccccc2N)cc1	3
C[C@@H]1CCCCO[C@@H](CN(C)S(=O)(=O)c2cn(C)cn2)[C@@H](C)CN([C@@H](C)CO)C(=O)c2cc(NC(=O)CCCN(C)C)ccc2O1	4
C[C@H](CO)N1C[C@H](C)[C@@H](CN(C)CC2CCCCC2)Oc2ccc(NC(=O)C3CC3)cc2CC1=O	3
C[C@H]1CN([C@@H](C)CO)S(=O)(=O)c2ccc(Br)cc2O[C@H]1CN(C)CC1CC1	-2
COc1ccc(NC(=O)Nc2ccc3c(c2)C(=O)N([C@@H](C)CO)C[C@@H](C)[C@H](CN(C)C)OCCCC[C@H](C)O3)cc1	2
C[C@@H]1CN([C@@H](C)CO)C(=O)Cc2cc(N(C)C)ccc2O[C@@H]1CN(C)Cc1ccc(Cl)c(Cl)c1	4
C[C@@H]1CN([C@H](C)CO)C(=O)c2cc(-c3cccc(C#N)c3)cnc2O[C@H]1CN(C)Cc1ccncc1	9
COc1ccc(NC(=O)Nc2ccc3c(c2)CC(=O)N([C@H](C)CO)C[C@H](C)[C@@H](CN(C)S(=O)(=O)c2ccc(F)cc2)O3)cc1	3
